Tb PFK block – inhibitors of T. brucei phosphofructokinase | T. brucei PFK, ADP-Glo luminescence | Potency, µM (titrated, usually from 57.5 µM), for the others: at the top dose activity, negative = inhibition, actives largely listed as inhibitors | actives 0.17% (n = 330,000) | AID 485367;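 also: potency is read from the fitted curve at half-maximal effect; 0% = uninhibited 1x PFK enzyme wells and -100% = no-enzyme wells; nearly all actives have a fitted effect of over 60% in size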
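1.25 nM PFK with 0.5 mM F6P and 0.1 mM ATP in 0.1 M TEA pH 8.0, 5 mM MgCl2, incubated 45 min at room temperature; ADP measured by ADP-Glo luminescence; compounds titrated up to 57 uM.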
Eya2 inh – blocks the phosphatase activity of human Eya2 | O00167 | recombinant Eya2, OMFP fluorescence dephosphorylation (OMFP is methylfluorescein phosphate) | Potency, µM (top dose mostly 76.9 µM), for the others: at the highest dose activity, negative = inhibition, actives largely listed as inhibitors | actives 0.006% (n = 330,000); also: potency is read from the fitted curve at half-maximal effect; % is scaled to controls: 0 for no effect and ±100 for the full control effect
Target sequence (O00167 whole entry, looked up): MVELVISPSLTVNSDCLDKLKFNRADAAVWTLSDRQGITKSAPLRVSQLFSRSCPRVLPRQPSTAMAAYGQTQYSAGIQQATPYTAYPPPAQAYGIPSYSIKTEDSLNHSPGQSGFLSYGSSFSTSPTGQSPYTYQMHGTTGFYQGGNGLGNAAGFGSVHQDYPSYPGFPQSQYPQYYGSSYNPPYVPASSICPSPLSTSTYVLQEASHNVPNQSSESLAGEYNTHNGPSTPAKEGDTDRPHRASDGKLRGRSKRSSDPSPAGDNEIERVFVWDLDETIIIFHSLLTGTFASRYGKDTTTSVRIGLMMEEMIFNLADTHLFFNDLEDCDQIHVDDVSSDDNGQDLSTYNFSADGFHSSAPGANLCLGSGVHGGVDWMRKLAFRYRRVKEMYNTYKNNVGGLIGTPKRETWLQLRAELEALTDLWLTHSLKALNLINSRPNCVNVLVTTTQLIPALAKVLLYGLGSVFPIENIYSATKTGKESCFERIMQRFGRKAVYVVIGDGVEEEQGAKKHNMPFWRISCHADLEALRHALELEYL
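Eya2 (0.2 uM) preincubated 10 min at ambient with compound, then OMFP substrate added at 50 uM; 10 min reaction in 50 mM HEPES pH 7.5, 50 mM NaCl, 5 uM MgCl2, 0.05% BSA, 1 mM DTT. Fluorescence read at Ex 485/Em 525 nm.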
Mito fusion act – mitochondrial division inhibition or fusion activation. Potency, µM (titrated, usually from 46.1 µM), for the others: at the highest dose growth rescue (activation), most hits filed as activators. actives 0.23% (n = 320,000). S. cerevisiae fusion-defective mutant growth rescue, CellTiterGlo 48 h. AID 485298;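 also: potency is read from the fitted curve at half-maximal effect; % of control where 0% means no effect; nearly all actives have a fitted effect of over 45% in size; temperature-sensitive fusion mutants such as fzo1-1 at 37 °C on non-fermentable ethanol glycerol medium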
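Compounds are tested for their ability to restore growth of mitochondrial fusion-defective yeast strains at non-permissive 37C in YPEG medium over 48 hours. Viability is quantified by luciferase luminescence.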
BCR signal inh – chronic active BCR signaling inhibition. AID 493014. actives 0.05% (n = 340,000). ABC-DLBCL IkBa-CBG/CBR reporter, luminescence ratio, 4 h. Potency, µM (top dose mostly 46.1 µM), for the others: at the highest dose ratio change, negative = lower green/red ratio, hits mostly inhibitors; active = well fitted inhibition curve with a large enough effect in the signal ratio, with a control signal flat, not every such curve was filed as active; inconclusive = small, poorly fitted or top-dose-only effect, or effect the other way, or a change in a side signal; the % refers to the signal ratio;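 also: potency is read from the fitted curve at half-maximal effect; plate controls were basal doxycycline-induced cells for no effect and cells given 10 µM MG132 for full effect; MG132 reads +100%, hits lower the ratio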
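TMD8 ABC-DLBCL cells carrying doxycycline-inducible green luciferase fused to IkappaBalpha plus unfused red luciferase were exposed to compounds (up to 46 uM) for 4 hrs at 37C. Activity came from the overlap-corrected green/red luminescence ratio.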
ELG1 repair inh – inhibitors of ELG1-dependent DNA repair in HEK293T cells; AID 504467; HEK293T ELG1-luciferase reporter, luminescence, 16 h; DNA damage induced by 5-fluorouridine; actives 2.3% (n = 330,000); Potency, µM (series often up to 46.1 µM), inactives show at the top dose activity change, negative = inhibition, actives largely listed as inhibitors; also: potency is read from the fitted curve at half-maximal effect; % is scaled to controls: 0 for no effect and ±100 for the full control effect; nearly all actives have a fitted effect of over 55% in size
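Cells (2,000 per well) received 5-fluorouridine plus test compound or DMSO and were incubated 16 hr at 37 °C, 5% CO2. Luciferase activity was read by luminescence 30 min after ONE-Glo addition; signal suppression marked inhibition of damage-induced ELG1 function.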
TCR act – activates T cell receptor signaling. primary human leukocytes, anti-CD3, IL-2 HTRF, 48 h. Potency, µM (series often up to 9.22 µM), for inactives: at the top dose activation of IL-2 secretion, hits mostly activators. 330,000 tested, under 10 active; also: % of control where 0% means no effect
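IL-2 produced over 48 hr by a-CD3 bead-stimulated primary human leukocytes exposed to compounds was detected with a homogeneous time-resolved FRET immunoassay, 665nm acceptor signal after 320nm excitation.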
TSHR antagonist – human thyrotropin receptor antagonism. AID 504810. actives 0.2% (n = 330,000). TSHR-expressing cells, TSH-stimulated cAMP HTRF, 2 h; stronger effect = lower value. activity change, negative = inhibition, % at 11.5 µM;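 active = activity change below a set negative limit, meaning inhibition stronger than a set level, cut at about -70% in these data; inconclusive = activity change between two set negative limits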; also: % is scaled to controls: 0 for no effect and ±100 for the full control effect
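Antagonism was scored as loss of TSH-driven cAMP in TSHR cells, stimulated with 4nM TSH (EC80) for 2 hours at 37 deg C and detected by homogeneous HTRF competition immunoassay.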
a7 integrin act – integrin-mediated muscular dystrophy alleviation activation. alpha7betagal myoblasts, beta-gal FDG fluorescence, 48 h. Potency, µM (series often up to 38.3 µM), inactives show at the highest dose activation, actives largely listed as activators. actives 0.064% (n = 350,000). AID 624291;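 also: potency is read from the fitted curve at half-maximal effect; 100% = response of the positive control SU9516; nearly all actives have a fitted effect of over 60% in size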
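alpha7betagal+/- myoblasts (passage 13, 250/well) treated 48 h at 37C with compounds at 1:260 dilution of DMSO stock. Lysed, then beta-galactosidase activity read as FDG fluorescence (ex 480/em 540) after 30 min, with pre-read for autofluorescence.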
TSG101-PTAP inh – blocks PTAP/TSG101 interaction to inhibit HIV-1 budding. Q99816. Fluorescence polarization, FITC-PTAP peptide / Tsg101 binding. Potency, µM (doses to about 115 µM), for the others: at the top dose activity change, negative = inhibition, hits mostly inhibitors. 340,000 tested, under 10 active; active = well fitted inhibition curve with a large enough effect in the main read-out, with a control signal flat, not every such curve was filed as active; inconclusive = small, poorly fitted or top-dose-only effect, or effect the other way, or a change in a side signal; inactive = no such curve, though single readings can be large or run the other way; also: potency is read from the fitted curve at half-maximal effect; % of control where 0% means no effect
Target sequence (Q99816 whole entry, looked up): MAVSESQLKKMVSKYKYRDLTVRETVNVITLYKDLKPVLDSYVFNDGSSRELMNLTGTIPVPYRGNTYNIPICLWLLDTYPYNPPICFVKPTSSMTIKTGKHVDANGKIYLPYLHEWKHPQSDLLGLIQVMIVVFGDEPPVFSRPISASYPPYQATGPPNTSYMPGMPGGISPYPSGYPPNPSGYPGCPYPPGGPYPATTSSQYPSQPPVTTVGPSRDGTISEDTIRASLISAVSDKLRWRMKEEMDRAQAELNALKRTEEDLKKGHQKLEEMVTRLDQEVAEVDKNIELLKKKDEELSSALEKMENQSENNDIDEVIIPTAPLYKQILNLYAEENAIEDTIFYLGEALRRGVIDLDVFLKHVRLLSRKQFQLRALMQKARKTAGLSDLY
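Fluorescence anisotropy tracks displacement of a FITC-tagged PTAP peptide (50 nM) from the Tsg101 binding domain (10 uM), following a 20 min room-temperature incubation at pH 7.5.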
AT treatment – potential ataxia-telangiectasia treatment; Potency, µM (titrated, usually from 57.5 µM), without a hit: at the highest dose activation, usual class: activators; AID 485349; actives 0.19% (n = 320,000); […] A-T fibroblasts, KAP-1 phosphorylation AlphaLISA; neocarzinostatin DNA damage 30 min before lysis; also: potency is read from the fitted curve at half-maximal effect; % of control where 0% means no effect; nearly all actives have a fitted effect of over 45% in size
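hTERT-immortalized A-T patient fibroblasts ([…]), 500 cells/well in OPTI-MEM, 1% FBS, got compounds for 60 min, then NCS for 30 min at 37C. Lysates were then assayed for phospho-KAP-1 by AlphaLISA (anti-pKAP1 donor, anti-KAP1 acceptor beads), 6 hr at 25C.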
ASM inhibitor – inhibitors of human secretory acid sphingomyelinase | P17405 | placental ASM, HMU-PC fluorogenic substrate, 60 min | actives 0.006% (n = 340,000) | Potency, µM (top dose mostly 57.5 µM), without a hit: top-dose activity change, negative = inhibition, most hits filed as inhibitors | AID 504937; also: potency is read from the fitted curve at half-maximal effect
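HMU-PC0 cleavage (9 uM final) by human placental ASM, 60 min at 37 °C following 10 min compound exposure at RT; stopped at pH 10, fluorescence Ex 386/Em 447 nm.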
* hit, by the source's call; ? = inconclusive; [ ] = dose if it differs, or a comment. Unless noted, calls follow the shape of the dose curve; as a rule, active = well fitted curve in the direction sought with a large enough effect; inconclusive = small, poorly fitted or top-dose-only effect, or another doubt; inactive = no such curve, though single readings can be large; an effect the other way counts as inactive or inconclusive.

SMILES	Tb PFK block	Eya2 inh	Mito fusion act	BCR signal inh	ELG1 repair inh	TCR act	TSHR antagonist	a7 integrin act	TSG101-PTAP inh	AT treatment	ASM inhibitor
CCCCOc1ccc(S(=O)(=O)NCc2csc(C)n2)cc1	-9%	14%	-2%	1%	-26%	2%	-16	-27%	-11%	1%	3%
CC(=O)Nc1ccc(N2CCCC(C)C2)c([N+](=O)[O-])c1 (stereo not given)	-3%	-5%	-2%	1%	-1%	2%	-4	-9%	-11%	-3%	-12%
COc1ccc(N2CCN(C(=O)c3ccc(S(=O)(=O)NCc4ccco4)cc3)CC2)cc1	7%	19%	0%	0%	-2%	0%	12	-18%	-2%	-2%	0%
NC(=O)CCn1nc(-c2ccc(Cl)cc2)c2ccccc2c1=O	0%	-18%	9%	-13%	5%	7%	-4	-7%	-5%	1%	-1%
CCC1=NN2C(=N)/C(=C\c3cccn3-c3c(C)cccc3C)C(=O)N=C2S1	1%	6%	-2%	6%	11%	0%	-16	0%	0%	-4%	-11%
O=C(NCCC1=CCCCC1)C1CCN(c2nnc(-n3cccc3)s2)CC1	1%	-1%	8%	5%	2%	0%	9	0%	2%	-10%	4%
CCn1nc(NC(=O)c2ccco2)c2cc3cc(C)ccc3nc21	0%	1%	13%	?	-16%	-2%	-4	2%	-4%	?	456%[activator]
O=C(NCC1(c2ccccc2)CCCC1)c1ccc(Br)o1	-1%	-1%	?	-4%	8%	10%[46.1 µM]	-4	43%	1%	-3%	-2%
O=C(O)C1C2CCC(O2)C1C(=O)NCc1ccc(Cl)cc1 (stereo not given)	-4%	4%	-10%	-3%	-5%	0%[46.1 µM]	1	-13%	-3%	-15%	3%
Cc1cc(C)c(NC(=O)CS(=O)CC(=O)N2CCN(c3ccc(F)cc3)CC2)c(C)c1 (stereo not given)	2%	1%	-2%	?	-18%	-3%	-1	8%	0%	-5%	-2%
CN(C)/C=C1/Sc2ccccc2C1=O	1%	-5%	2%	?	?	-14%	4	14%	-2%	-5%	32%[activator]
O=C(CC1Nc2ccccc2NC1=O)NC1CCCCC1 (stereo not given)	-4%	-4%	0%	?	12%	4%	-9	-6%	-3%	9%	59%[activator]
O=C(Nc1ccccc1F)c1ccc2nc(N3C(=O)CCC3=O)sc2c1	-2%	26%	-3%	?	?	-1%	-3	13%	-5%	-3%	4%
CC(=O)OCC1(C)CN(c2ccccc2)NC1=O (stereo not given)	-6%	6%	6%	-7%	?	-7%	15	-8%	-4%	2%	-4%
COc1ccc(/C=N/Nc2ccc(C(=O)O)cc2)cc1OC	2%	16%	-1%	?	?	-88%	-16	-2%	-2%	4%	1%
CCCN(CCC)S(=O)(=O)c1ccc(C(=O)NNC(=O)c2cc(OC)c(OC)c(OC)c2)cc1	-1%	-8%	-2%	1%	?	8%	2	-15%	1%	-2%	-1%
CCOC(=O)C1=C(C)Nc2ccccc2N=C1NC(=O)c1cc(C)on1	-13%	21%	0%	1%	?	5%	-45	?	-9%	-7%	-1%
COc1ccc(N(C(=O)Nc2ccc(Cl)cc2)C2=NCCC2)cc1	0%	-11%	7%	?	?	2%	17	-25%	1%	13%	?
O=c1cc(O)c(-c2ccccc2Cl)c(Cl)[nH]1	-1%	-6%	0%	25%	8%	-2%	-6	-3%	-3%	-4%	4%
O=C(OCC(=O)N1CCN(C(=O)c2ccco2)CC1)c1ccccc1O	-6%	2%	10%	?	?	-3%	18	8%	-7%	1%	4%
Cn1c(SC/C=C/c2ccccc2)nnc1-c1cccs1	0%	-19%	11%	-4%	?	3%[46.1 µM]	-16	12%	-7%	3%	-1%
CCOC(=O)C(=O)N/N=C/c1cccc(Br)c1	7%	2%	1%	0%	0%	-8%	-7	27%	0%	3%	0%
Cc1cc(C)nc(SCC(CSc2nc(C)cc(C)n2)C(=O)O)n1	-2%	6%	-4%	4%	-5%	-4%	-4	8%	-2%	-4%[11.5 µM]	5%
CC(C)C(NC(=O)C1CCC(C(C)(C)C)CC1)C(=O)NCc1cccnc1 (stereo not given)	1%	11%	1%	19%	?	-4%	2	4%	-3%	2%	4%
CCOCCCNC(=O)C(NC(=O)Cc1c[nH]c2ccccc12)c1ccc(OC)cc1 (stereo not given)	0%	-5%	6%	1%	-1%	-2%	0	-36%	-1%	-2%	3%
(more compounds)
SMILES	Tb PFK block	Eya2 inh	Mito fusion act	BCR signal inh	ELG1 repair inh	TCR act	TSHR antagonist	a7 integrin act	TSG101-PTAP inh	AT treatment	ASM inhibitor
CCOc1ccc2nc(Nc3nc(CSc4nnnn4-c4ccccc4)cc(=O)[nH]3)nc(C)c2c1	-3%	-18%	0%	-18%	?	-1%	-5	8%	-4%	-2%	-6%
CC(C)(C)c1ccc(C(=O)c2c[nH]c(C(=O)O)c2)cc1	-3%	5%	-1%	?	?	1%	-13	5%	-8%	-2%	10%
CC(=O)c1cccc(NC(=O)N2CCCC2C(=O)NCc2ccccc2)c1 (stereo not given)	-5%	9%	-4%	-8%	0%	-2%	13	20%	-1%	-2%	5%
Clc1ccccc1CNCc1ccncc1	-2%	14%	-4%	-9%	?	-5%	10	-2%	-4%	6%	3%
O=c1cnnc(Nc2ccccc2F)[nH]1	-3%	-1%	-11%	0%	-13%	1%	2	-32%	-2%	-5%	9%
CCOc1ncccc1C(=O)OCc1ccc(Cl)cc1	0%	-8%	7%	?	11%	5%[46.1 µM]	4	15%	-1%	-1%	-2%
Cc1ccc(NC2=C(Cl)C(=O)OC2OC(=O)c2ccccc2C)cc1 (stereo not given)	1%	12%	-10%	?	-14%	-2%	-24	-17%	-7%	-1%	-13%
CCCCn1c(Cn2nc(C(=O)O)c3ccccc3c2=O)nc2cc(S(N)(=O)=O)ccc21	3%	-5%	-7%	-2%	1%	-2%	9	42%	-5%	4%	-2%
COC(=O)c1ccc2c(c1)N(C)S(=O)(=O)c1cnc(SCC(=O)C(C)(C)C)nc1-2	15%	?	0%	?	16µM*	2%	17	8%	0%	0%	15%
CCOC(=O)C1(Cc2cccc(OC)c2)CCN(Cc2cccc(O)c2)CC1	0%	0%	-8%	?	?	-1%	-10	-6%	-1%	-1%	0%
C=C1CC(C(=O)N/N=C/c2ccc(O)cc2)C1	2%	1%	-23%	?	?	0%[46.1 µM]	-8	13%	-4%	-1%	5%
Cc1nn(-c2ccc(F)cc2)c(C)c1CN1CCN(CCc2ccccc2)C(CCO)C1 (stereo not given)	0%	0%	-8%	-6%	-1%	3%	-8	-43%	-2%	-1%	5%
CCOC(=O)Cc1csc(NC(=S)NC(=O)CC(C)C)n1	0%	1%	-5%	?	?	4%[46.1 µM]	0	15%	0%	6%	0%
Cc1c(C(=O)/C=C/N(C)C)nnn1-c1ccc(Cl)cc1Cl	2%	5%	1%	7%	?	13%	13	3%	-3%	-4%	-4%
Cc1cc(C)c(S(=O)(=O)n2c([N+](=O)[O-])cnc2C)c(C)c1	-6%	3%	-2%	0%	16%	-8%[46.1 µM]	9	5%	-1%	2%	2%
COc1ccc(NC(=O)CCOc2ccc(C)cc2)cc1S(=O)(=O)N1CCCCC1	1%	6%	2%	?	?	2%	-17	15%	-1%	-3%	?
CSc1ccc(S(=O)(=O)Nc2ccc(N3CCOCC3)c(Cl)c2)cc1	1%	-28%	28%	4%	-9%	1%	-15	-7%	-9%	8%	-7%

Ordered by molecular weight (highest first): some entries from above
SMILES	Tb PFK block	Eya2 inh	Mito fusion act	BCR signal inh	ELG1 repair inh	TCR act	TSHR antagonist	a7 integrin act	TSG101-PTAP inh	AT treatment	ASM inhibitor
Cc1ccc(NC2=C(Cl)C(=O)OC2OC(=O)c2ccccc2C)cc1 (stereo not given)	1%	12%	-10%	?	-14%	-2%	-24	-17%	-7%	-1%	-13%
CCOC(=O)Cc1csc(NC(=S)NC(=O)CC(C)C)n1	0%	1%	-5%	?	?	4%[46.1 µM]	0	15%	0%	6%	0%
C=C1CC(C(=O)N/N=C/c2ccc(O)cc2)C1	2%	1%	-23%	?	?	0%[46.1 µM]	-8	13%	-4%	-1%	5%

Screens: PubChem, National Center for Advancing Translational Sciences (NCATS)

Not a hit list; any-hit rate near 3.2%.
